OX1R antag-1 – human HCRTR1 antagonism; O43613; CHO/OX1R cells, Fluo-8 calcium fluorescence, orexin A; inhibition, % at 5 µM; 0.43% of 330,000 active; AID 434989;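 active = inhibition above its plate's threshold, mean inhibition of all tested compounds on the plate plus 3 SD, cut at about 37% in these data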;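 note: 0% = orexin A challenge wells and 100% = SB-334867-A antagonist wells; not every result past the cut was called active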
Target sequence (O43613 whole entry, looked up): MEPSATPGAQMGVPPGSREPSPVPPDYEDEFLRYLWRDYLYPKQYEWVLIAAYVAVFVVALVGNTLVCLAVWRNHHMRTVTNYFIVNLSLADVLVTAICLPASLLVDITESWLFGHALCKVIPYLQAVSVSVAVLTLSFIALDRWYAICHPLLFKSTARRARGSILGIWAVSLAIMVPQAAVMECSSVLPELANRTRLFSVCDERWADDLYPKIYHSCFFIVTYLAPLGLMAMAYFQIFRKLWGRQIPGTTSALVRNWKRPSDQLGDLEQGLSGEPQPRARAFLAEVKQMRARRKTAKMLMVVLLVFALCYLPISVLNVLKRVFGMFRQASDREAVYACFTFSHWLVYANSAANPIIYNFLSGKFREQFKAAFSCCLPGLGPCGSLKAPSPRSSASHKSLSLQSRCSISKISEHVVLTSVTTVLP
OX1R antag-2 – blocks the human orexin 1 receptor | O43613 | 1.8% of 330,000 active | OX1R-expressing cells, FRET antagonist read-out | inhibition, % at 6.6 µM | AID 485270; in the data active = inhibition mostly above about 38%, no sharp cut-off; inactive = mostly below about 40%;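 note: 0% = agonist challenge alone and 100% = reference antagonist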
Numbers without * were called inactive. An unsorted share of the library; any-hit rate near 2%.

SMILES | OX1R antag-1 | OX1R antag-2
CCCC1=NN2C(=N)/C(=C\c3ccc(OCCOc4ccc(NC(C)=O)cc4)c(OC)c3)C(=O)N=C2S1 | -8 | 1
CC(OC(=O)Cn1[nH]c(=O)c2ccccc2c1=O)C(=O)Nc1ccccc1[N+](=O)[O-] (configuration not stated) | -33 | 37
CCN(CC)S(=O)(=O)c1ccc(C)c(NC(=O)COC(=O)CN2C(=O)NC(C)(C)C2=O)c1 | -20 | 7
COC(=O)c1cc(NC(=O)Cc2ccc(OC)c(OC)c2)cc(C(=O)OC)c1 | -2 | 28
COc1ccc(/C(O)=C2/C(=O)C(=O)N(c3ncccn3)C2c2ccc(F)cc2)cc1 (configuration not stated) | -12 | 1
COc1cccc(CN2C[C@]34C=C[C@@H](C[C@@H]3S2(=O)=O)O4)c1 | 10 | 3
Cc1ccc(S(=O)(=O)N2C(=O)C(C)SC2=Nc2ccccc2)cc1 (configuration not stated) | -20 | 12
CC1=Nc2ccccc2/C1=C/c1sc(=O)n(CC(=O)N2CCCC2)c1O | -6 | 11
O=C(CSc1nnnn1-c1ccc(O)cc1)c1cc2ccccc2o1 | 0 | 26
COc1ccc(N2C(=O)C(Cl)=C(N(CCO)Cc3ccccc3)C2=O)cc1 | -22 | 17
Clc1ccc(-n2nnnc2-c2cnc3ccc(Cl)cc3c2-c2ccccc2)cc1 | -22 | 1
O=S(=O)(c1cc(Cl)ccc1Cl)N1CCC2(CC1)OCCO2 | -6 | 19
O=C(O)C1C2CCC(O2)C1C(=O)NCCC1=CCCCC1 (configuration not stated) | -12 | 4
CC(OC(=O)CCCc1nc2ccccc2s1)C(N)=O (configuration not stated) | -2 | 15
Cc1cc(NC(=O)C2C3C(=O)N(CC4CCCO4)C(C(=O)NC(C)(C)C)C34C=CC2(C)O4)no1 (configuration not stated) | -7 | 19
Cc1nc2c(C(=O)NCCC3=CCCCC3)c[nH]n2c(=O)c1Cl | 0 | 9
CCOC(=O)Cn1c(=O)oc2cc(S(=O)(=O)N(CCN(C)C)Cc3ccccc3)ccc21 | -18 | 2
Cc1ccc(CNC(=O)C(=O)NCC2CCCN2S(=O)(=O)c2cccs2)cc1 (configuration not stated) | -34 | 20
Cc1cc(C)n2nnnc2c1C#N | -1 | 5
Cc1ccc2c(C)nc(Nc3ncc4c(n3)CCCC4=O)nc2c1 | -8 | 2
CC(=O)Nc1cccc(C(=O)/C=C/c2cccs2)c1 | -9 | 25
N#Cc1c(-c2ccc(Cl)cc2)cc(-c2ccccc2)nc1SCC(=O)O | -20 | 28
CCOc1ccccc1NC(=O)Cc1ccccc1OC | -24 | 21
CCn1c(SCC(=O)Nc2ccc(F)cc2F)nc2c(c1=O)SCC2 | -12 | 9
CCOC(=O)c1ccc(NC(=O)C2CCC(CNc3c(N4CCOCC4)c(=O)c3=O)CC2)cc1 (configuration not stated) | -16 | 6
SMILES | OX1R antag-1 | OX1R antag-2
CCC(=O)NC(NCC1CCCO1)C(Cl)(Cl)Cl (configuration not stated) | -9 | 1
Cc1ccc2[nH]c3c(c2c1)CCCC3=O | -9 | 1
CCCCc1cc(=O)oc2c3c(cc(OCC(=O)NCCCO)c12)OC(C)(C)CC3 | -22 | 10
C/C(=N\NC(=O)c1c(C)nc2ccccn12)c1ccco1 | -13 | 9
COc1ccc(-c2[nH]ncc2CN2CCCN(c3ccccc3)CC2)c(F)c1 | -21 | 12
Cc1ccc2[nH]cc(CCNC(=O)c3ccco3)c2c1 | -20 | 19
COc1ccc(NC(=S)N(CCCN2CCCCCC2)Cc2cccs2)cc1 | -39 | 25
Cc1ccccc1NC(=O)C1C2C=CC(C3CC23)C1C(=O)O (configuration not stated) | -18 | 7
COc1ccc(C2CC(=O)C(C=NCCN3CCN(C(=S)Nc4ccccc4)CC3)=C(O)C2)cc1OC (configuration not stated) | -25 | 4
Cc1cc(SCC(=O)OCC(=O)N(C)c2ccccc2)nc2ccccc12 | -18 | 18
COc1ccc(Cl)cc1NC(=O)Nc1cn(C)nc1C | -16 | 0
CCc1nc(SCC(=O)c2ccc3c(c2)OCCO3)c2ccccc2n1 | 5 | 58*
CCc1nc2ccccc2[nH]c1=O | -14 | 2
CCOC(=O)C1CCCN(CC(=O)c2ccc(F)cc2)C1 (configuration not stated) | -16 | -4
CCC1CCCCN1C(=S)NC(=O)c1cccc([N+](=O)[O-])c1 (configuration not stated) | 2 | 19
COc1ccc(CCNC(=O)C(=O)NCC2OCCN2S(=O)(=O)c2ccc(OC)cc2)cc1 (configuration not stated) | -29 | 24
COc1cccc(OC)c1C(=O)NC(=O)Nc1c(F)c(F)c(F)c(F)c1F | -19 | 6
N#Cc1cn(-c2ccccc2)nc1-c1cc2ccccc2oc1=O | -19 | 14
COc1cc(NC(=O)c2ccccc2)c(OC)cc1NC(=O)CN1C(=O)NC2(CCCCC2)C1=O | -16 | 4
Cc1cccc(NC(=O)CSCC(=O)N(C)CCOc2ccc(Cl)cc2)c1 | -41 | 13
COc1ccc(S(=O)(=O)N(C)C)cc1NC(=O)COC(=O)c1nc2nccc(C)n2n1 | -1 | 23
O=C(Cn1c(NCCCO)nc2ccccc21)c1ccco1 | 17 | 15
c1ccc(-n2nnnc2NC2CCCCCC2)cc1 | -10 | 34
C/C(=C\C(=O)c1ccc(F)cc1)NCc1ccc2c(c1)OCO2 | 1 | 16
CCN(CC(=O)NCc1cccs1)C(=O)c1ccc(S(=O)(=O)Nc2ccccc2)cc1 | -16 | 14

Some of these compounds in order of formula weight, descending.
SMILES | OX1R antag-1 | OX1R antag-2
COc1ccc(CCNC(=O)C(=O)NCC2OCCN2S(=O)(=O)c2ccc(OC)cc2)cc1 (configuration not stated) | -29 | 24
CCOC(=O)c1ccc(NC(=O)C2CCC(CNc3c(N4CCOCC4)c(=O)c3=O)CC2)cc1 (configuration not stated) | -16 | 6
CCN(CC)S(=O)(=O)c1ccc(C)c(NC(=O)COC(=O)CN2C(=O)NC(C)(C)C2=O)c1 | -20 | 7
COc1ccc(N2C(=O)C(Cl)=C(N(CCO)Cc3ccccc3)C2=O)cc1 | -22 | 17
N#Cc1c(-c2ccc(Cl)cc2)cc(-c2ccccc2)nc1SCC(=O)O | -20 | 28
COc1ccc(-c2[nH]ncc2CN2CCCN(c3ccccc3)CC2)c(F)c1 | -21 | 12
CC1=Nc2ccccc2/C1=C/c1sc(=O)n(CC(=O)N2CCCC2)c1O | -6 | 11
Cc1nc2c(C(=O)NCCC3=CCCCC3)c[nH]n2c(=O)c1Cl | 0 | 9
CCC1CCCCN1C(=S)NC(=O)c1cccc([N+](=O)[O-])c1 (configuration not stated) | 2 | 19
CCC(=O)NC(NCC1CCCO1)C(Cl)(Cl)Cl (configuration not stated) | -9 | 1
O=C(Cn1c(NCCCO)nc2ccccc21)c1ccco1 | 17 | 15
Cc1ccccc1NC(=O)C1C2C=CC(C3CC23)C1C(=O)O (configuration not stated) | -18 | 7
COc1ccc(Cl)cc1NC(=O)Nc1cn(C)nc1C | -16 | 0
CC(OC(=O)CCCc1nc2ccccc2s1)C(N)=O (configuration not stated) | -2 | 15
CC(=O)Nc1cccc(C(=O)/C=C/c2cccs2)c1 | -9 | 25
Cc1ccc2[nH]cc(CCNC(=O)c3ccco3)c2c1 | -20 | 19
c1ccc(-n2nnnc2NC2CCCCCC2)cc1 | -10 | 34

The results go on:
SMILES | OX1R antag-1 | OX1R antag-2
Cc1ccc(-c2nc(=S)c3c(n2Cc2cccnc2)CC(C)(C)OC3)cc1 | -3 | 8
COC(=O)c1c(NC(=S)Nc2ccc(CC(=O)O)cc2)sc(C)c1C | 4 | 5
S=C(NCCc1ccc(Cl)cc1)NC1CCCCC1 | -4 | 18
COc1ccccc1C(=O)Nc1ccc(S(=O)(=O)N2CCCCC2)cc1 | -15 | 6
CCc1ccc(NC(=O)[C@H](C)NC(=O)C2CCN(C(=O)[C@@H](N)Cc3ccccc3)CC2)cc1 | -14 | 11
CCOCCCNC(=O)CCNC(=O)c1cc(OC)c(OC)c(OC)c1 | -5 | 14
Cc1ccc(C(=O)NCc2ccccn2)cc1Cl | -13 | 3
Cc1ccc2oc(=O)c3cnn(CC(=O)N4CCN(c5ccccc5)CC4)c3c2c1 | -18 | 8
O=C(NCCc1nc2ccccc2[nH]1)c1ccc(Br)o1 | -11 | 9
Cc1ccc(OCCC(=O)OCC(=O)NC(=O)c2ccccc2)cc1 | -11 | 13
COC(=O)[C@H](C)NC(=O)NCCC1=CCCCC1 | 0 | -2
O=C(O)/C(=C\c1ccc(Br)cc1)NC(=O)c1cccs1 | -7 | 7
CN(CC(=O)Nc1ccc(Cl)cc1)C(=O)c1ccc(S(=O)(=O)Nc2ccccc2)cc1 | -15 | 15
COc1ccc(-c2nc(C#N)c(N3CCN(c4cccc(Cl)c4)CC3)o2)cc1OC | 2 | 7
[N-]=C=C1C(=O)NC(=O)C([n+]2ccc(-c3ccncc3)cc2)C1c1ccccc1C(F)(F)F (configuration not stated) | -1 | 19
C=C(C(=O)Oc1ccccc1C(C)(C)C)c1ccccc1 | -16 | 10
O=C(N/C=C/c1ccccc1)c1ccccc1 | -2 | 22
Cc1ccc(S(=O)(=O)N(C)c2ccc(OC(=O)CN3C(=O)NC4(CCCC4)C3=O)cc2)cc1 | -24 | 18
Cn1nc(-c2ccccc2)c(CN2CCN(c3ncccn3)CC2)c1Cl | -37 | 16
CCN(CC)S(=O)(=O)c1ccc(N2CCN(CCOc3ccc(OC)cc3)CC2)nc1 | -10 | 13
O=C(Nc1ccc(-n2cnnn2)cc1)C1CCCCC1 | -4 | 15
CC1CCCN(S(=O)(=O)c2cccc(C(=O)NCC3CCCO3)c2)C1 (configuration not stated) | -33 | -2
CCOC(=O)C(NCc1ccc2c(c1)OCO2)(NC(=O)c1ccccc1)C(F)(F)F (configuration not stated) | -24 | 25
Cc1cc(C)c2sc(N(CCCN(C)C)C(=O)c3ccc(Br)s3)nc2c1 | -17 | 4
COc1ccccc1C(=O)NCC(=O)NC1CCCc2ccccc21 (configuration not stated) | -35 | 12
SMILES | OX1R antag-1 | OX1R antag-2
COc1ccccc1NC(=O)NC1CCS(=O)(=O)C1 (configuration not stated) | -22 | 7
Clc1ccc(-c2nc(NCCCN3CCOCC3)c3ccccc3n2)cc1 | -14 | 6
CCOC(=O)c1sc(NC(=O)C(C)Sc2nc(N)cc(=O)[nH]2)nc1C (configuration not stated) | -10 | 10
CCC(C)(C(=O)NC1CCCCC1)N(C(=O)CNC(=O)c1ccccc1)c1c(C)n(C)n(-c2ccccc2)c1=O (configuration not stated) | -11 | 11
Cn1cc(Cl)c(C(=O)OCC(=O)Nc2nc(-c3ccc(Br)cc3)cs2)n1 | -6 | 38
CCCCN(C)CCCNC(=O)CN1C(=O)CSc2ccc(S(=O)(=O)N3CCOCC3)cc21 | 3 | 9
c1cc2c(cc1C1CCCN1)OCCCO2 (configuration not stated) | -19 | -2
CCC(CC)NC(=O)CO/N=C/c1ccccc1OC(F)F | -19 | 12
COc1cc(CCCN2CCNC[C@@H]2c2ccccc2)cc(OC)c1OC | -31 | 4
Cc1ccc(CNCc2ccc3c(c2)OCO3)c(C)c1 | -2 | 2
CCc1ccc(/C=N/Nc2ncnc3nc[nH]c23)cc1 | -16 | 17
C#CCOCCOCCOCCNc1nc(N2CCN(C(=O)C([C@@H](C)O)n3cc([C@@H](N)CCCCN)nn3)CC2)nc(N2CCN(C(=O)C([C@@H](C)O)n3cc([C@@H](N)CCCCN)nn3)CC2)n1 (some centres not stated) | 4 | 7
CCOc1ccc(N(CC(=O)OC)S(=O)(=O)c2c(C)noc2C)cc1 | -8 | 12
Cc1noc(C)c1CSc1ccccc1C(=O)O | -14 | 23
CCOc1ccc(C(=O)OCC(=O)NC2CCCC2)cc1OCC | -1 | -2
COc1ccc(CN(CC2CCC(C(=O)O)CC2)C(=S)Nc2ccccc2C)cc1 (configuration not stated) | -17 | 8
COc1cccc(/C=N/Nc2ccc([N+](=O)[O-])cn2)c1O | 0 | 20
Cc1ccc(C)c2[nH]c(=O)c(CCNC(=O)c3ccc4c(c3)OCO4)cc12 | -14 | 22
Cc1ccsc1C(=O)N1CCCC(CCC(=O)NCc2ccc(F)c(F)c2)C1 (configuration not stated) | -20 | 11
COCCNC(=O)C1CC2Cn3c(nc4cc(Cl)c(Cl)cc43)C2N1C (configuration not stated) | -17 | 33
CC(=O)N(CCO)Cc1cc2cc(C)cc(C)c2[nH]c1=O | -14 | 21
Cc1nn(-c2ccccc2)c(Cl)c1/C=N/NC(=O)c1ccncc1 | 8 | 12
O=C(O)c1cccc(Cn2c(Cl)c(/C=N/NC(=O)c3ccccc3O)sc2=O)c1 | -13 | 11
CS(=O)(=O)c1ccc2nc(NC(=O)CCNC(=O)c3ccccc3Cl)sc2c1 | -3 | 4
Cc1ccc(C)c(C(=O)CCC(=O)Nc2cccnc2)c1 | -10 | 14
SMILES | OX1R antag-1 | OX1R antag-2
COc1ccc(NC(=O)C2CCC(=O)N2)cc1 (configuration not stated) | -3 | 11
O=[N+]([O-])c1ccc(C2OCCO2)cc1CS(=O)(=O)c1ccccc1 | -16 | 17
CCCN1CCN(CCCNC(=O)CN2C(=O)c3cccnc3Oc3ccc(C)cc32)CC1 | -19 | 16
O=S(=O)(Cc1ccc(Cl)cc1)N1CCCCCC1 | -13 | 8
CCOc1ccc(-c2nnc3ccc(SCc4ccc(C(=O)OC)o4)nn23)cc1 | -30 | 19
COc1ccc(N2CCN(CCCNC(=O)C3CCC(CNc4nc(=S)[nH]c5ccccc45)CC3)CC2)cc1 (configuration not stated) | -31 | 16
CC(C)(C)c1ccccc1NC(=O)c1cc(-c2ccncc2)nc2ccccc12 | -20 | 16
Nc1c(-c2ccccc2Cl)cnn1-c1cccc([N+](=O)[O-])c1 | -5 | 25
NC(=O)CC(NC(=O)c1ccc(Br)cc1)c1ccc(NC2CCCCCC2)c([N+](=O)[O-])c1 (configuration not stated) | -3 | 22
COc1cccc(/C=N/NC(=O)CCn2nnc3ccccc32)c1 | -23 | 31
CCC(=O)Nc1ccc(-c2cc3ccccc3oc2=O)cc1 | -13 | 20
CN(Cc1cccs1)C(=O)c1ccc(Cl)c(S(=O)(=O)N2CCCCCC2)c1 | -14 | 14
